Screening data: PubChem BioAssay, several laboratories
MK inhibit = blocks S. pneumoniae mevalonate kinase. purified MK, PK/LDH-coupled NADH absorbance 340 nm. inhibition, % at 10 µM. actives 0.48% (n = 65,000);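 active = ranked among the strongest by inhibition in the single 10 µM screen, a fixed top-ranked set picked for dose follow-up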; note: no value below 0 was filed
HPDE-C7 cytotoxicity = HPDE-C7 pancreatic duct cell viability loss – fluorescence, HTS (AID 430); one-dose cytotoxicity, % at 10 µM; EC50 in µM for titrated hits; HPDE-C7 pancreatic duct cells viability, fluorescence; higher % means a stronger effect; actives 1.8% (n = 63,000);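 note: cells exposed to compound for 48 hours before viability readout; 0% = vehicle and 100% = reference cytotoxic drug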
HT1080 viability = cytotoxicity in HT1080 fibrosarcoma cells, cell-based, fluorescence readout (AID 620). actives 0.42% (n = 87,000). cytotoxicity, % at 10 µM; hits with a dose series show EC50 in µM. HT1080 viability, fluorescence; higher % means a stronger effect;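 note: cells exposed to compound overnight then 4 h with Alamar Blue; 0% = vehicle DMSO and 100% = killing control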
TNAP inhibition = human TNAP enzyme inhibitors, biochemical, luminescent (AID 518) | purified TNAP enzyme, luminescent substrate readout; higher % means a stronger effect | one-dose inhibition, % at 20 µM; IC50 in µM for titrated hits | actives 0.09% (n = 64,000); in the data active = a potency from the dose series; inactive = the rest, 99 in 100 with inhibition below about 22%;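 note: plate controls were vehicle for no effect and reference inhibitor for full effect; many of its hits are not listed in these tables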
KRASV12 cytotoxicity = viability loss of HPDE-C7K cells – cell-based, fluorescence, HTS, primary screen (AID 431) | HPDE-C7K KRASV12 cells, Alamar Blue viability, 48 h; higher % means a stronger effect | cytotoxicity, % at 10 µM, or EC50 in µM where a hit was titrated | actives 1.7% (n = 63,000);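 active = compounds whose percent cytotoxicity in the single-dose primary screen, scaled between solvent and toxic-drug controls, exceeds 50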;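 note: 0% = DMSO solvent wells and 100% = doxorubicin-treated wells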
Bfl-1 inhibitors = displacement of Bid BH3 peptide from Bfl-1 – biochemical, fluorescence polarization, FITC-Bid, mouse, primary screen (AID 432); FITC-Bid BH3 peptide fluorescence polarization displacement; higher % means a stronger effect; actives 0.02% (n = 64,000); one-dose displacement, % at 20 µM; IC50 in µM for titrated hits; in the data active = a potency from the dose series; inactive = the rest, 99 in 100 with displacement below about 15%; note: strong numbers were not always called active
DPM-DC inhibit = inhibitors of Streptococcus pneumoniae diphosphomevalonate decarboxylase | purified DPM-DC, PK/LDH coupled NADH fluorescence | calls only at 10 µM | actives 0.49% (n = 65,000) | AID 556;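 active = the 320 compounds with the highest percent inhibition in the single-dose primary screen, excluding strongly autofluorescent ones, cut at about 32% in these data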;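 note: kinetic rate of NADH fluorescence loss reporting ADP formed by the decarboxylase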
PMK inhibit = inhibitors of Streptococcus pneumoniae phosphomevalonate kinase | AID 539 | actives 0.49% (n = 65,000) | inhibition, % at 10 µM | purified PMK, PK/LDH-coupled NADH absorbance 340 nm;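 active = top-ranked compounds by inhibition in the single 10 µM screen, taking a fixed number of the strongest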;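 note: 0% = full reaction with DMSO carrier and 100% = background rate without enzyme reaction; no value below 0 was filed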
LYP inhibition = inhibition of human PTPN22 tyrosine phosphatase – biochemical, DiFMUP fluorescence, recombinant catalytic domain, 10 µM, primary screen (AID 606). recombinant LYP catalytic domain, DiFMUP fluorescence; higher % means a stronger effect. inhibition, % at 10 µM; hits with a dose series show IC50 in µM. 52,000 tested, under 10 active;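 active = IC50 under 40 µM in the dose-response test; inactive = IC50 of 40 µM or more, or never dose-tested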
PMK inhibit pilot replicates = also measured in PMK inhibit; calls as there; inhibition, %; measured here: pilot screen replicates
MK inhibit pilot replicates = recorded beside MK inhibit, whose call it bears; inhibition, %; measured here: pilot screen replicates
DPM-DC inhibit pilot screen % = recorded beside DPM-DC inhibit, whose call it bears; inhibition, %; measured here: pilot screen trials
An asterisk follows results filed as active; i = inactive; . = no result given. Cut-off read from the data, not from the text of the source, unless noted: active = cytotoxicity above about 50%; inactive = the rest.

SMILES	MK inhibit	HPDE-C7 cytotoxicity	HT1080 viability	TNAP inhibition	KRASV12 cytotoxicity	Bfl-1 inhibitors	DPM-DC inhibit	PMK inhibit	LYP inhibition	others
Cc1nnc(SCc2cnc(-c3ccc(C(C)C)cc3)s2)n1C	11	11%	-2%	6%	-4%	3%	i	16	.
CC(=O)NCCC(=O)Nc1ccc(C)c(F)c1	4	-6%	0%	18%	-6%	0%	i	11	5%	PMK inhibit pilot replicates=1.5;MK inhibit pilot replicates=0.0;DPM-DC inhibit pilot screen %=0.0
CCCc1ccc(OCCNC(=O)CC)cc1	9	-10%	1%	9%	-4%	-7%	i	7	13%
Cc1cc(C)c2cc(C#N)c(SCC(=O)NCc3ccco3)nc2c1	3	-4%	10%	5%	4%	-7%	i	16	4%
CCOC(=O)N1CCN(C(=O)c2cc3c(=O)[nH]c4ccccc4c3s2)CC1	9	2%	-5%	6%	-4%	5%	.	17	11%
CN1CCN(/C=N/c2c(C#N)cnn2C)CC1	2	2%	7%	12%	-15%	-2%	i	3	2%
O=C(c1cccs1)N1CCN(C/C=C/c2ccccc2)CC1	1	-7%	24%	6%	5%	-3%	i	11	17%
Cn1c(=O)c2c3c(sc2n2c(SCC(=O)c4ccc(Cl)cc4)nnc12)COC(C)(C)C3	0	6%	3%	32%	-3%	-7%	i	10	13%	PMK inhibit pilot replicates=4.5;MK inhibit pilot replicates=0.0;DPM-DC inhibit pilot screen %=0.0
COc1cc(C2C(C#N)=C(N)Oc3cc(C)n(CC4CCCO4)c(=O)c32)cc2c1OCO2 (stereo unspecified)	5	2%	-7%	8%	7%	-3%	i	13	.
Nc1nnc(-c2ccccc2Cl)s1	10	-2%	-6%	8%	6%	0%	i	6	6%
Cc1cc2cc(CN(Cc3nnnn3C3CCCCC3)CC3CCCO3)c(=O)[nH]c2cc1C (stereo unspecified)	5	21%	-9%	8%	11%	1%	i	0	12%
CCn1c(SCC(=O)c2ccc3c(c2)OCCO3)nnc1-c1ccco1	0	-15%	9%	10%	-11%	-8%	i	19	-22%	PMK inhibit pilot replicates=5.5;MK inhibit pilot replicates=2.5;DPM-DC inhibit pilot screen %=5.5
CC1=CC(C)(C)N(C(=O)CSc2nccn2C)c2cc(C)ccc21	0	-3%	-7%	10%	-14%	1%	i	0	5%
O=C(Cn1c(=O)n(-c2ccc(F)cc2)c(=O)c2sccc21)N1CCCC1	6	1%	-12%	11%	5%	-6%	i	14	16%
CCOC(=O)c1c(CN2CCCCC2)n(C)c2cc(Br)c(O)c(CN(C)C)c12	6	-8%	4%	-3%	4%	1%	i	4	-2%

Gathered by group: the compounds so far containing a furan ring, fused or not (two)
SMILES	MK inhibit	HPDE-C7 cytotoxicity	HT1080 viability	TNAP inhibition	KRASV12 cytotoxicity	Bfl-1 inhibitors	DPM-DC inhibit	PMK inhibit	LYP inhibition	others
Cc1cc(C)c2cc(C#N)c(SCC(=O)NCc3ccco3)nc2c1	3	-4%	10%	5%	4%	-7%	i	16	4%
CCn1c(SCC(=O)c2ccc3c(c2)OCCO3)nnc1-c1ccco1	0	-15%	9%	10%	-11%	-8%	i	19	-22%	PMK inhibit pilot replicates=5.5;MK inhibit pilot replicates=2.5;DPM-DC inhibit pilot screen %=5.5

Following part:
SMILES	MK inhibit	HPDE-C7 cytotoxicity	HT1080 viability	TNAP inhibition	KRASV12 cytotoxicity	Bfl-1 inhibitors	DPM-DC inhibit	PMK inhibit	LYP inhibition	others
O=C(Nc1ccccc1NC(=O)NC1CCCCC1)NC1CCCCC1	0	.	.	4%	.	-2%	i	8	-2%
COc1ccc(C(C)(C)C)cc1NC(=O)Nc1ccc2c(c1)OCO2	0	49%	5%	18%	51%*	-3%	i	0	18%	PMK inhibit pilot replicates=7.5;MK inhibit pilot replicates=0.0;DPM-DC inhibit pilot screen %=0.0
Cc1ccc(-c2c3c([nH]c(=S)c2C#N)CCCC3)o1	11	-14%	-1%	4%	-13%	10%	i	6	.
COc1ccc(S(=O)(=O)N2CCCC(C(=O)NC3CCCCC3)C2)cc1 (stereo unspecified)	10	5%	-12%	8%	5%	-9%	i	13	4%
O=C1CCCC2=C1C(Cc1ccccc1)C1=C(CCCC1=O)O2	5	-19%	23%	5%	-14%	0%	i	8	.
Cc1noc(C)c1S(=O)(=O)N1CCC(C(=O)N2CCN(Cc3ccc4c(c3)OCO4)CC2)CC1	0	-2%	12%	14%	-7%	-7%	i	10	7%	PMK inhibit pilot replicates=0.0;MK inhibit pilot replicates=2.5;DPM-DC inhibit pilot screen %=2.5
O=C(NCc1cn2ccccc2n1)c1ccc(Br)o1	3	3%	4%	15%	6%	2%	i	8	2%
O=C(O)C1C2C=CC(C2)C1C(=O)NCCCN1CCOCC1 (stereo unspecified)	13	-10%	6%	3%	-1%	-11%	i	13	.
C=CCNc1nc2c3ccccc3n(C(C)=O)c2s1	6	.	1%	10%	.	-5%	i	8	.
CC(=O)c1cc2c(cc1NC(=O)CSc1nc3ccccc3o1)OCO2	11	.	.	11%	.	-2%	i	7	13%
CC(=O)OCC(=O)[C@@]1(O)[C@H](C)C[C@H]2[C@@H]3CCC4=CC(=O)C=C[C@]4(C)[C@@]3(F)[C@@H](O)C[C@@]21C	9	-1%	-10%	16%	12%	-6%	i	1	20%	PMK inhibit pilot replicates=4.5;MK inhibit pilot replicates=0.0;DPM-DC inhibit pilot screen %=0.0
C=CCn1c(=N)c(C(=O)NCCCOC)cc2c(=O)n3cccc(C)c3nc21	0	2%	10%	5%	1%	-1%	.	0	8%
COC(=O)c1ccc2c(c1)N(C)CCS2	1	-13%	4%	6%	-7%	1%	.	4	.
Cn1c(=O)c2c(nc(SCC(=O)N3CCCc4ccccc43)n2C)n(C)c1=O	10	-17%	-8%	12%	-8%	7%	i	7	11%	PMK inhibit pilot replicates=0.5;MK inhibit pilot replicates=0.0;DPM-DC inhibit pilot screen %=1.5
Cc1ccc(S(=O)(=O)NCCC(=O)N2CCCCC2)cc1	8	-6%	3%	7%	2%	-5%	i	8	.
O=C(CSc1nccn1-c1ccccc1)NCc1ccc2c(c1)OCO2	1	-17%	.	7%	-10%	5%	i	10	.
CCOc1c(Br)ccc2c1sc1nc[nH]c(=O)c12	5	4%	3%	11%	2%	2%	i	0	14%
Nc1c(C(=O)NCCN2CCOCC2)c2nc3ccccc3nc2n1CCc1ccccc1F	18	0%	-6%	5%	8%	-9%	.	2	.
Cc1cc2cc(OCC(=O)O)ccc2n1C	11	-17%	0%	5%	-14%	-1%	i	1	16%
CCOC(=O)C1CCN(S(=O)(=O)c2cccc(-c3cn4cccc(C)c4n3)c2)CC1	4	13%	5%	15%	27%	0%	i	0	3%
O=C(Nc1ccc2c(c1)OCO2)C(c1ccc(Cl)cc1)N1CCN(C(=O)c2ccco2)CC1 (stereo unspecified)	0	-11%	-1%	-4%	-2%	0%	i	17	14%	PMK inhibit pilot replicates=6.5;MK inhibit pilot replicates=0.0;DPM-DC inhibit pilot screen %=0.0
Cc1ccc(N(CC(=O)NCc2ccncc2)S(C)(=O)=O)cc1Cl	6	-1%	20%	7%	-5%	-9%	i	8	.
CC(=O)c1cccc(NC(=O)C2CCCC2)c1	10	3%	.	12%	7%	0%	i	0	.
COC(=O)c1ccc(CSc2nc(C(F)(F)F)c3c(c2C#N)CCC3)o1	0	-10%	-6%	21%	-10%	-2%	i	17	7%
COc1ccc(C2=NOC(C(=O)N3CCCCCC3)C2)cc1OC (stereo unspecified)	8	-8%	1%	9%	-18%	0%	i	18	0%
CN=c1scc(C)n1/N=C/c1ccc(O)cc1O	16	39%	9%	8%	48%	-2%	i	10	13%
CCCCOC(=O)C1=C(C)Nc2ncnn2C1c1cc(OC)ccc1OC (stereo unspecified)	8	0%	5%	0%	6%	-6%	i	7	-9%
CCN1CCCC1CNC(=O)C1CCN(Cc2nc(-c3cccc(Br)c3)oc2C)CC1 (stereo unspecified)	10	28%	13%	1%	23%	-6%	i	19	-1%
O=C(Nc1ccc2c(c1)OCO2)C1CCN(S(=O)(=O)c2ccc3c(c2)OCCO3)CC1	2	-18%	.	8%	-18%	0%	i	5	-8%
CN(C)CCNC(=O)C12CC3(C)CC(C)(CC(C)(C3)C1)C2	0	0%	0%	10%	-16%	2%	i	1	.
COC(=O)Cn1c2ccc(OC)cc2c2nc3ccccc3nc21	6	-20%	8%	6%	-18%	6%	i	8	12%
O=C(O)c1ccc(C2CCCCC2)cn1	0	6%	-10%	6%	5%	-1%	i	1	1%
Cc1ccc(OC(C)C(=O)N2CCc3ccccc32)cc1 (stereo unspecified)	8	-10%	3%	12%	-2%	-5%	i	4	17%
O=C(O)[C@@H](c1ccccc1)N1Cc2ccccc2C1=O	72*	-2%	-2%	2%	5%	-5%	i	7	1%
Cn1c(=O)n(CC(N)=O)c2ccccc21	9	-2%	22%	10%	-7%	-6%	i	9	6%
COc1ccc(Nc2nc(C)c3ccccc3n2)cc1	0	5%	-8%	13%	13%	1%	i	6	-4%
Cn1cccc1Cc1nnc(SCC(=O)Nc2ccc(F)cc2)n1-c1ccc(F)cc1	10	-4%	0%	18%	6%	10%	i	0	0%	PMK inhibit pilot replicates=5.0;MK inhibit pilot replicates=7.0;DPM-DC inhibit pilot screen %=2.0
COc1ccc(N(C2CSC2)S(=O)(=O)c2ccccc2)cc1	7	-16%	4%	15%	-2%	-6%	i	16	.
COCCCNC(=O)CS(=O)(=O)Cc1nc(-c2ccccc2C)oc1C	8	-12%	-2%	4%	-6%	0%	i	0	-6%
COC(=O)C1=C(C)N(Cc2cccnc2)C(=O)C1	6	0%	-2%	2%	4%	-1%	i	8	.
CC(=O)c1cc(-c2nc3ccccc3n2C)n(C)c1	4	-5%	9%	7%	-11%	-13%	i	0	-7%
COc1ccc(N2CCN(C(=O)CN(c3ccccc3)S(C)(=O)=O)CC2)cc1	5	2%	-2%	6%	6%	-4%	i	11	8%
CCOc1cc(S(=O)(=O)NCc2ccccn2)c(C)cc1C	10	-22%	4%	0%	-14%	-9%	i	7	4%	PMK inhibit pilot replicates=1.0;MK inhibit pilot replicates=0.0;DPM-DC inhibit pilot screen %=0.0
CC(C)CCNC(=O)CN(C)S(=O)(=O)c1cccc2nsnc12	2	-12%	2%	7%	-12%	-1%	i	22	0%
Fc1cccc2sc(N3CCOCC3)nc12	9	6%	-3%	4%	6%	-2%	i	10	11%	PMK inhibit pilot replicates=5.0;MK inhibit pilot replicates=2.0;DPM-DC inhibit pilot screen %=2.0
COc1ccc(S(=O)(=O)NCCOc2ccccc2)cc1OC	19	-10%	15%	14%	10%	0%	i	0	-25%	PMK inhibit pilot replicates=2.5;MK inhibit pilot replicates=0.0;DPM-DC inhibit pilot screen %=0.0
Cc1c(C(=O)NCc2ccc3c(c2)OCO3)oc2ccc(S(=O)(=O)N3CCCCC3)cc12	0	0%	8%	5%	-1%	-9%	i	12	9%
CN(C)S(=O)(=O)N1CCC(Cc2ccccc2)CC1	9	-15%	-7%	2%	-23%	-10%	i	7	3%
CCc1nc2ccccc2n1Cc1ccccc1OC	8	.	-2%	10%	.	0%	i	9	17%
